Bioassay records from PubChem BioAssay.
KDM5B inhibitor = blocks human KDM5B histone demethylase activity; AID 1347165; Potency, µM (series often up to 57.7 µM), for the others: at the highest dose activity change, negative = inhibition, hits mostly inhibitors; KDM5B demethylase, FDH-coupled NADH fluorescence (FDH is formaldehyde dehydrogenase); Q9UGL1; actives 2.6% (n = 220,000); active = well fitted inhibition curve with a large enough effect; inconclusive = small, poorly fitted or top-dose-only effect; inactive = no such curve, though single readings can be large or run the other way; also: 0% is about no effect; nearly all actives have a fitted effect of over 70% in size
Target sequence (Q9UGL1 whole entry, looked up): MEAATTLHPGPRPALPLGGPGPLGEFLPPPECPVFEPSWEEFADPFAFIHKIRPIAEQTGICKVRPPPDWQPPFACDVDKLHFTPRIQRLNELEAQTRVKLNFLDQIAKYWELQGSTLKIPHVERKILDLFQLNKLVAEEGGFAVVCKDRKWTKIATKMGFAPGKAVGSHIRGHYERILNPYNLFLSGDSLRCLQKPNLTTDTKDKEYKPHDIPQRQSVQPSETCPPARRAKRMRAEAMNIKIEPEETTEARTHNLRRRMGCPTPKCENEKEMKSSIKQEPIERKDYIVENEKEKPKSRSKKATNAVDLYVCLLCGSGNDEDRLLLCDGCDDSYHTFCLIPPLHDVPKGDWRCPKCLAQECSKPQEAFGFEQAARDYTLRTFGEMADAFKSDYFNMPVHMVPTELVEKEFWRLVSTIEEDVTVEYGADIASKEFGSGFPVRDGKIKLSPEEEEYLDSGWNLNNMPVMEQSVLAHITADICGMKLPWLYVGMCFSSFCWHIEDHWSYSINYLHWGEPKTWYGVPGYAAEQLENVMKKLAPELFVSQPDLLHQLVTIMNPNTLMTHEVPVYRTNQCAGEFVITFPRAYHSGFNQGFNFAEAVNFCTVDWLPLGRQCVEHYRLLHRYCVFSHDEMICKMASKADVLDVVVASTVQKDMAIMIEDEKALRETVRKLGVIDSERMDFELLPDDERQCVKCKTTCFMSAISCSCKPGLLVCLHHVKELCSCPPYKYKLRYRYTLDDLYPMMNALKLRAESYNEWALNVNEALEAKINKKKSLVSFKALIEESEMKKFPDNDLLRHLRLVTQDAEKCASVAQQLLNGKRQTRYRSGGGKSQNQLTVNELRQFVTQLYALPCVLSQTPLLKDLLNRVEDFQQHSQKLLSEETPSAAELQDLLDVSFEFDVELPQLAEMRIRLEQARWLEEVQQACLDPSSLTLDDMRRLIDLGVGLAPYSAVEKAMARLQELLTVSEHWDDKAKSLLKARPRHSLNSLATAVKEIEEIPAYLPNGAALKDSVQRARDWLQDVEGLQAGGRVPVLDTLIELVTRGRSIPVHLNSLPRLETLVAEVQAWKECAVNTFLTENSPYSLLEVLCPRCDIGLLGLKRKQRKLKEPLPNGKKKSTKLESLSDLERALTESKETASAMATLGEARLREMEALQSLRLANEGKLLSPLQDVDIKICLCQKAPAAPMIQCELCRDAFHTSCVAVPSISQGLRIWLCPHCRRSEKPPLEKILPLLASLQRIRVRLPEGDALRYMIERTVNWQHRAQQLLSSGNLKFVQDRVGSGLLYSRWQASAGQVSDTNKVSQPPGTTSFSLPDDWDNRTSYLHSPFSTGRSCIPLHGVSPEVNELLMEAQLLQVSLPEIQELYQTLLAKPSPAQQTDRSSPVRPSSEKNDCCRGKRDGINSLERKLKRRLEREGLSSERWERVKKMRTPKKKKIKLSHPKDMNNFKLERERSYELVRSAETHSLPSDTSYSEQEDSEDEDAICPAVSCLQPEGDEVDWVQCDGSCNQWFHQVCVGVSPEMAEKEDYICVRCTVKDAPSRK
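Inhibition is measured as reduced NADH fluorescence generation from FDH coupling to formaldehyde release. Truncated KDM5BΔAP at 200 nM final acts on H3K4me3 peptide (12.5 µM in substrate mix) in pH 7.5 HEPES buffer with Tween-20, 30 min, room temperature.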
The depositor's hits bear a star; ? = inconclusive; [ ] = dose if it differs, or a comment. Potency is read from the fitted curve at half-maximal effect. The list is partial; rates above refer to the full screens.

SMILES | KDM5B inhibitor
Cn1nnnc1C1CCCN(C(=O)C2CCCC2)C1 (stereo unspecified) | 28µM*
S=C(NCc1ccccc1)NCc1ccc(Cl)cc1 | 17%
O=C(NCc1ccncc1)c1ccc(-c2ccc(N3CCCCC3)nc2)cc1 | ?
CCc1ccccc1-n1nc(-c2c(C)nc3scc(CC(=O)NCCC(C)C)n3c2=O)cc1C | 25µM*
O=C(COc1ncnc2ccc(Br)cc12)Nc1cccc(Br)c1 | 16%
Cc1ccc(N2CC(c3nnc(NC(=O)c4ccco4)s3)CC2=O)cc1C (stereo unspecified) | ?
Cc1ccc(NC(=O)Cn2cccc2-c2nc(-c3ccc4c(c3)OCO4)no2)cc1 | -13%
O=C1C(=O)N(c2ccccn2)C(c2cccc(Oc3ccccc3)c2)/C1=C(\O)c1ccccc1 (stereo unspecified) | -19%
COC[C@@H]1CN(c2ncccn2)C[C@H]1C(=O)N(C)Cc1ccco1 | 18µM*
CC(C)=CC(=O)N(C)Cc1ccc(C(=O)NCC(F)(F)F)cc1 | 27%
O=[S+]([O-])(c1cccs1)N1CC(Oc2ccc3c(c2)OCO3)C1 | -15%[149 µM]
COc1ccc(NC(=O)[C@@H]2C[C@@H](O)CN2C2CCN(C(=O)c3cccc(OC)c3)CC2)cc1 | -14%

3 compounds already listed, arranged by the number in KDM5B inhibitor, rising.
SMILES | KDM5B inhibitor
COC[C@@H]1CN(c2ncccn2)C[C@H]1C(=O)N(C)Cc1ccco1 | 18µM*
CCc1ccccc1-n1nc(-c2c(C)nc3scc(CC(=O)NCCC(C)C)n3c2=O)cc1C | 25µM*
Cn1nnnc1C1CCCN(C(=O)C2CCCC2)C1 (stereo unspecified) | 28µM*

The list continues:
SMILES | KDM5B inhibitor
CCCNC(=O)NC(=O)COC(=O)c1ccc2nc(C)c(C)nc2c1 | -2%
Cc1cccc(NC(=O)c2ccc3c(c2)NC(=O)CS3)n1 | -9%
O=C1Cc2cc(S(=O)(=O)Nc3ccc(N4CCOCC4)cc3)ccc2N1 | -26%
Cc1occc1C(=O)N1CCc2n[nH]c(=O)n2CC1 | 5%
Cc1ccc(OC(=O)c2ccc([N+](=O)[O-])cc2Cl)cn1 | 5%
CCn1cc(S(=O)(=O)c2cc(C)cc(C)c2)c(=O)c2cc(F)c(N3CCCCC3)cc21 | ?
Cc1c(CC(=O)N2CCC(O)CC2)c2c(n1Cc1ccccc1F)CCCC2=O | 14%
CCn1cc(C(=O)NCC(C)(CC)N2CCOCC2)c2ccccc21 (stereo unspecified) | -14%
O=C(C1CCOCC1)N1CCC(Oc2ccccc2-c2nc(-c3ccccc3)no2)C1 (stereo unspecified) | ?
O=C(c1ccc(F)cc1)N1CCc2nc(-c3ccccc3)nc(-c3ccc(Cl)cc3)c2C1 | -11%
Cc1ccc(NC(=O)C2CCN(C(=O)c3ncn4c3COC(c3ccc(F)cc3)C4)CC2)c(F)c1 (stereo unspecified) | 17%
CCN(CC)c1ccc2cc(-c3nc(-c4cc5ccccc5oc4=O)cs3)c(=O)oc2c1 | ?
COc1cccc(CN2CCOC3CCN(Cc4cccc(Cl)c4)CC3C2=O)c1 (stereo unspecified) | -5%[86.2 µM]
CN(C)c1ncccc1CNC(=O)COc1ccccc1Cl | -1%
O=C(NC1CCc2nnc(C3CC3)n2CC1)c1ccc2ccccc2n1 (stereo unspecified) | ?
CN1CC(=O)N(c2ccccc2F)Cc2c1ncnc2N1CCc2ccccc2C1 | -21%
CCC(=O)N1CCc2cc(Br)cc(S(=O)(=O)NCCc3ccc(C)cc3)c21 | 3%
Cn1cc(CNC(=O)C[C@@H]2C[C@H]3O[C@H](CNC4CCOCC4)[C@@H](O)[C@H]3O2)cn1 | -15%[86.2 µM]
CCOC(=O)c1ccccc1NC(=O)Cn1ncc2c([nH]c3ccccc32)c1=O | -26%
COCCC(=O)N1CCC2(CCN(Cc3cccc(C)c3)CC2)C(CO)C1 (stereo unspecified) | 5%
CCOc1ccc(-c2nc3c(c(SCC(=O)Nc4ccccc4C)n2)Cc2ccccc2O3)cc1 | -11%
O=C(c1cccnc1N1CC2CC(C1)[C@H]1CCCC(=O)N1C2)N1CC=C(c2ccccc2)CC1 (stereo partly specified) | 32µM*
Cc1cccc(C(=O)Nc2ccc(NC(=O)c3ccco3)cc2O)c1 | -12%
CCOc1ccc(NS(=O)(=O)c2ccc3[nH]cc(C(=O)N(C)Cc4ccccc4)c(=O)c3c2)cc1 | ?
COc1ccc(OC)c(NC(=O)CSc2n[nH]c(-c3ccccc3Cl)n2)c1 | -29%
CC(=O)N1CCCC1c1nc2ccccc2n1Cc1ccccc1F (stereo unspecified) | ?
O=C(COc1ccc(Cl)cc1)Nc1ccc(-c2nc3ccccc3s2)c(O)c1 | ?
O=c1[nH]c(=O)n(Cc2ccccc2)c2nc(-c3cccc(F)c3)n(CC3CCCO3)c12 (stereo unspecified) | -1%
CC(=O)NC(Cc1c[nH]c2ccccc12)C(=O)N1CCN(S(=O)(=O)c2ccc(Cl)cc2)CC1 (stereo unspecified) | -19%
COc1cc(C2C(C#N)=C(N)Oc3n[nH]c(C)c32)ccc1OCc1c(F)cccc1Cl (stereo unspecified) | -16%
O=C(O)COc1ccc(/C=C/c2nc3ccccc3c(=O)n2-c2ccc(C(=O)O)cc2)cc1 | ?
N/C(=N\c1nc2ccccc2o1)NC(=O)c1ccccc1 | 7%
O=C(CCC1CCCC1)N1CCCC(c2nc(CCOCC3CCOCC3)no2)C1 (stereo unspecified) | 11%
CNC(=O)CCCCC(=O)N/N=C/c1ccc(Cl)cc1Cl | -12%
COc1cc(C2CC(=O)Nc3nc(C)[nH]c(=O)c32)cc(OC)c1OC (stereo unspecified) | 16%
O=C(CN1C(=O)COc2ccc(S(=O)(=O)N3CCOCC3)cc21)N1CCCCC1 | 13%
O=[S+]([O-])(c1ccccc1)N1CC(Oc2ccc(F)c(F)c2)C1 | -14%[149 µM]
CN(Cc1ccccc1)C(=O)C1CCN(S(=O)(=O)c2ccc3c(c2)oc(=O)n3C)CC1 | -7%
O=C([C@@H]1C[C@H](F)CN1S(=O)(=O)c1cccc(Cl)c1)N1CCc2ccccc2C1 | -9%
COCCOc1ccc2c(n1)CCN(C(=O)Nc1ccc(C)c(C)c1)C2 | -6%
O=C(CCc1ncc(-c2c(F)cccc2F)o1)Nc1ccc(F)c(F)c1F | 12%
Cc1ccc(/C=N/NC(=O)c2ccc(Cl)cc2)s1 | -1%
CCCCN(Cc1ccccc1)Cc1nc(-c2ccc(C(=O)OC)cc2)no1 | ?
C=CCOC(=O)C(C#N)c1nc2ccccc2nc1N1CCC(Cc2ccccc2)CC1 (stereo unspecified) | -13%
Cc1ccc(NC(=O)CN2C(=O)C(c3ccc(C(C)(C)C)cc3)=NC2(C)C)cc1 | -9%
Cc1ccc(OCC(=O)N2CCC(Cc3n[nH]c(C)n3)CC2)cc1 | 24%
COc1ccccc1NC(=O)Cn1c(=O)n(Cc2ccco2)c(=O)c2oc3ccccc3c21 | ?
CCO[C@H]1CN(C(=O)CCNC(=O)c2cccc(OC)c2)C[C@@H]1O | 23%

4 compounds picked at random from the list so far, as already listed:
SMILES | KDM5B inhibitor
CCn1cc(C(=O)NCC(C)(CC)N2CCOCC2)c2ccccc21 (stereo unspecified) | -14%
O=C(C1CCOCC1)N1CCC(Oc2ccccc2-c2nc(-c3ccccc3)no2)C1 (stereo unspecified) | ?
CCN(CC)c1ccc2cc(-c3nc(-c4cc5ccccc5oc4=O)cs3)c(=O)oc2c1 | ?
Cc1ccc(NC(=O)Cn2cccc2-c2nc(-c3ccc4c(c3)OCO4)no2)cc1 | -13%

The list goes on.
SMILES | KDM5B inhibitor
CCOc1ccc(-c2csc(-c3c(C)c(C)nn(C)c3=O)n2)cc1 | 15%
O=C(Nc1ccccc1C(F)(F)F)N1Cc2ccccc2Oc2ncccc21 | ?
Cc1nc(C)c(C(=O)N2CC(Oc3cccc(-c4nc(-c5ccccc5)no4)c3)C2)s1 | -19%
O=C(NCc1ccc(F)cc1)C1CCCN(C(=O)NCc2ccccc2)C1 (stereo unspecified) | -4%
CC1SC(c2ccc(F)cc2)N(CCc2ccccc2)C1=O (stereo unspecified) | 18%
COc1cccc(CC(=O)NCc2nnc3c(-c4nc(C(C)C)no4)cccn23)c1 | ?
CC(C)CNC(=O)C1c2ccccc2C(=O)N(Cc2ccco2)C12CCCC2 (stereo unspecified) | -11%
COc1ccc(CN2CCCCC23Cc2ccccc2CNC3=O)c(OC)c1 (stereo unspecified) | -24%[115 µM]
CC(C)COc1ccc(C(=O)Nc2cccc3cccnc23)cc1 | -17%
CCCC1(CO)CCCN(C(=O)CCn2ccc(=O)[nH]c2=O)C1 (stereo unspecified) | -1%
O=C1CC(c2ccccc2)N(Cc2ccncc2)CCCN(C(=O)CN2C(=O)CCC2=O)CCN1 (stereo unspecified) | 9%
CCc1noc2ncnc(N3CCCC(C(=O)NCc4ccccc4Cl)C3)c12 (stereo unspecified) | 11%
COc1cc2nc(SCc3cccc(Cl)c3)n3nc(CCn4nc(C)cc4C)nc3c2cc1OC | -2%
O=C1Nc2ccccc2CNC12CCN(CC1CCOCC1)CC2 | ?
Cc1c(C(=O)Nc2nc3c(s2)CCCCC3)[nH]c2c1C(=O)CCC2 | -16%
CC(C)c1ccc2sc3ccccc3c(=O)c2c1 | ?
CCC1(CC)Cc2ccccc2-c2[nH]c(=S)[nH]c(=O)c21 | ?
O=C(Cc1ccc2c(c1)OCO2)N1CCOCC2(CN(Cc3cc(F)cc(F)c3)C2)C1 | -17%[86.2 µM]
COc1cccc(NC(=O)CC2C(=O)OCCN2Cc2ccccc2)c1 (stereo unspecified) | -16%
CCn1nc(C(=O)Nc2cccc(C)c2C(=O)OC)c2ccccc2c1=O | 9%
COc1cccc(CN2C(=O)OC3(CCN(C(=O)C4CCC(OC)CC4)CC3)C2(C)c2cccnc2)c1 (stereo unspecified) | 0%
O=C(O)CCCn1cc(NC(=O)COc2ccccc2F)cn1 | -19%
O=C(O)c1ccc(/C=C/C(=O)c2ccc(Br)cc2)cc1 | -6%
CCc1ccc(NC(=O)Cn2cnc3sc(C)c(S(=O)(=O)N4CCN(c5ccccc5OC)CC4)c3c2=O)cc1 | 5%

Compounds listed so far that contain a thiophene ring, fused or not:
SMILES | KDM5B inhibitor
O=[S+]([O-])(c1cccs1)N1CC(Oc2ccc3c(c2)OCO3)C1 | -15%[149 µM]
Cc1ccc(/C=N/NC(=O)c2ccc(Cl)cc2)s1 | -1%
CCc1ccc(NC(=O)Cn2cnc3sc(C)c(S(=O)(=O)N4CCN(c5ccccc5OC)CC4)c3c2=O)cc1 | 5%

Next compounds.
SMILES | KDM5B inhibitor
CC1CCN(S(=O)(=O)c2ccc3c(ccn3CCC(=O)NCc3ccc(N(C)C)cc3)c2)CC1 | -24%
CCOC(=O)Cc1csc(NC(=O)Nc2ccc(C)cc2)n1 | 16%
O=C1NCc2ccccc2CC12CCCN(Cc1ccccc1OC(F)(F)F)C2 (stereo unspecified) | 10%[115 µM]
Cc1ccc(OCC(=O)Nc2ccc(Cl)c(-c3nc4ccccc4[nH]3)c2)cc1C | ?
COC(=O)[C@@H](Cc1cccnc1)NC(=O)[C@H]1CN(S(=O)(=O)c2ccccc2)CCN1C(=O)NC(C)C | -15%
CCN1CCN(c2nnc(-n3cccc3C(=O)NCc3ccccc3OC)s2)CC1 | ?
CCOc1ccc(OCC(=O)Nc2sc3c(c2C(=O)N2CCOCC2)CCCC3)cc1 | 8%
CC(=O)Nc1ccc(C(=O)N2CC(=O)NC(=O)C2)cc1 | 12%
COC(=O)c1ccccc1S(=O)(=O)N1CCC2(CCCNC2)C1 (stereo unspecified) | 1%
CCOC(=O)C1(Cc2ccccc2)CCCN(C(=O)c2ccc(-n3ccnc3)cc2)C1 (stereo unspecified) | 25%
CC(C)(C)NC(NC(=O)c1ccc(Br)cc1)C(Cl)(Cl)Cl (stereo unspecified) | 2%
CCOc1ccc(-n2c(SCC(=O)NCc3ccco3)nc3c([nH]c4ccccc43)c2=O)cc1 | ?

Records above shown as hits in KDM5B inhibitor:
SMILES | KDM5B inhibitor
Cn1nnnc1C1CCCN(C(=O)C2CCCC2)C1 (stereo unspecified) | 28µM*
CCc1ccccc1-n1nc(-c2c(C)nc3scc(CC(=O)NCCC(C)C)n3c2=O)cc1C | 25µM*
COC[C@@H]1CN(c2ncccn2)C[C@H]1C(=O)N(C)Cc1ccco1 | 18µM*
O=C(c1cccnc1N1CC2CC(C1)[C@H]1CCCC(=O)N1C2)N1CC=C(c2ccccc2)CC1 (stereo partly specified) | 32µM*

Remaining list, next part:
SMILES | KDM5B inhibitor
CCCn1c(Oc2ccccc2Cl)nc2c1c(=O)n(C)c(=O)n2C | 5%
CCc1ccc(OCC(=O)Nc2ccc(S(=O)(=O)Nc3onc(C)c3C)cc2)cc1 | -6%
O=[S+]1([O-])NC2(CCN(Cc3ccc(F)cc3)C2)CNc2ccccc21 (stereo unspecified) | -19%
O=C1CN(CC(=O)c2c[nH]c3ccccc23)CCN1 | 4%
C1CCC(CN2CCn3c(nnc3C3CCCNC3)C2)CC1 (stereo unspecified) | 25µM*
CC(C)CCn1cnc2c1c(=O)n(CC(=O)NCC1CCCO1)c(=O)n2Cc1ccccc1 (stereo unspecified) | 15%
CCCCn1nc(C(=O)Nc2nnc(C)s2)c2ccccc2c1=O | 1%
CC(C)NC(=O)N[C@H]1CCN(C(=O)c2cnccn2)[C@@H]1C(=O)N[C@@H](CCCNC(=O)c1cnccn1)C(N)=O | 3%
COc1ccc(NC(=O)CSc2nnc(-c3ccc(OC)cc3)s2)cc1 | -13%[11.5 µM]
COc1cccc(C2C(C(=O)Nc3ccccc3)=C(C)Nc3nc(SC)nn32)c1OC (stereo unspecified) | -21%
COCCCNC(=O)c1cc(Nc2cc(C)cc(C)c2)nc2ccccc12 | ?
O=C(c1cc(F)ccc1F)N1CCC(n2cc(-c3nc(-c4ccccc4)no3)nn2)CC1 | -14%
CCOc1ccc(N(CC(=O)NCCSc2ccccn2)S(=O)(=O)c2ccc(Cl)cc2)cc1 | -3%
O=C1C(Nc2ccccc2)=CC(c2ccc(Br)cc2)N1c1ccccc1 (stereo unspecified) | ?
